# Screens (PubChem BioAssay)
# West Nile antiviral – inhibition of WNV-induced cytopathic effect – cell-based, CPE readout (AID 1621); West Nile virus-infected cells, CPE inhibition; higher % means a stronger effect; one-dose CPE inhibition, % at 10 µM; IC50 in µM for titrated hits; actives 0.02% (n = 290,000); in the data active = a potency from the dose series; inconclusive = CPE inhibition mostly from about 3.7% at the one dose, without a potency; inactive = the rest, 99 in 100 with CPE inhibition below about 2.2%; also: strong numbers were not always called active
# ER stress rescue – protection against thapsigargin-triggered cell killing – 384-well, CSM14.1, ATP luminescence, primary screen (AID 1222) | 190,000 tested, under 10 active | one-dose cellular ATP content (survival), % at 20 µM; EC50 in µM for titrated hits | CSM14.1 thapsigargin-induced death rescue, ATP luminescence; higher % means a stronger effect;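 active = EC50 below 50 µM in the dose-response confirmation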;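 also: death triggered by thapsigargin at about 15 µM added after 2 h compound pretreatment; cell ATP read after overnight thapsigargin exposure of roughly 18 to 22 hours; normalized against plate controls of thapsigargin alone and 5% DMSO vehicle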
# NS5 inhibitors – Dengue-2 NS5 methyltransferase inhibitors, primary screen, biochemical, confirmation dose response (AID 588689). Dengue-2 NS5 methyltransferase capping enzyme assay, biochemical; higher % means a stronger effect. inhibition, % at 25 µM; hits with a dose series show IC50 in µM. actives 0.3% (n = 340,000); in the data active = a potency from the dose series; inconclusive = inhibition above about 29% without an active follow-up result
# RSV antiviral HEp-2 – RSV antiviral activity via CPE protection, HEp-2 cells, primary 10 µM value included (AID 2391); actives 0.13% (n = 310,000); one-dose CPE inhibition, % at 10 µM; IC50 in µM for titrated hits; HEp-2 cells, RSV-induced CPE inhibition; higher % means a stronger effect; in the data active = a potency from the dose series; inconclusive = CPE inhibition mostly from about 23% at the one dose, without a potency; inactive = the rest, 99 in 100 with CPE inhibition below about 21%; also: strong numbers were not always called active
# MgcRacGAP inhibition – MgcRacGAP GTPase-activating activity inhibitors, confirmation, biochemical, ADP Hunter fluorescence. MgcRacGAP-stimulated Rac1 GTP hydrolysis, ADP Hunter fluorescence; higher % means a stronger effect; GST-tagged Rac1 F28L mutant substrate. one-dose inhibition, % at 30 µM; IC50 in µM for titrated hits. actives 0.6% (n = 340,000);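 active = first-screen hits whose inhibition reached a set limit at any dose in the follow-up dose series; inconclusive = inhibition above the set first-screen limit but never retested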;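 also: fluorescence reports GDP produced by GAP-driven GTP hydrolysis; strong numbers were not always called active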
# PhoP inhibition – PhoP-dependent GFP reporter repression – Salmonella Typhimurium, primary screen (AID 1863). inhibition, % at 50 µM, or IC50 in µM where a hit was titrated. actives 0.16% (n = 300,000). S. Typhimurium PhoP-regulated promoter GFP reporter, 4 h; higher % means a stronger effect;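 active = inhibition over 29.93%, a cutoff 3 SD above the screen mean, later confirmed by dose response; inconclusive = inhibition over 29.93% but no dose response follow-up; inactive = inhibition at most 29.93% or unconfirmed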;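 also: 0% = low Mg2+ inducing control and 100% = high Mg2+ repressing control; strong numbers were not always called active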
# LYP phosphatase – PTPN22 lymphoid phosphatase activity blockers – biochemical, fluorescence intensity, uHTS (AID 1779) | recombinant LYP phosphatase, fluorescence intensity; higher % means a stronger effect | inhibition, % at 11.5 µM, or IC50 in µM where a hit was titrated | actives 0.054% (n = 290,000); in the data active = inhibition above about 50%;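 also: plate controls were vehicle with enzyme for no effect and no enzyme for full effect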
# Large T inhibition – SV40 large T antigen inhibitors, biochemical (AID 1903). one-dose inhibition, % at 20 µM; IC50 in µM for titrated hits. SV40 large T antigen ATPase/helicase inhibition assay; higher % means a stronger effect. actives 0.39% (n = 310,000); in the data active = a potency from the dose series; inconclusive = inhibition mostly from about 32% at the one dose, without a potency; inactive = the rest, 99 in 100 with inhibition below about 32%; also: strong numbers were not always called active
# GPR35 antagonists – GPR35 antagonists blocking zaprinast-driven arrestin recruitment, primary screen, imaging, U2OS, beta-arrestin-GFP, zaprinast agonist (AID 2058); U2OS GPR35 beta-arrestin-GFP translocation imaging, zaprinast antagonism; higher % means a stronger effect; inhibition, % at 10 µM; hits with a dose series show IC50 in µM; actives 0.052% (n = 290,000);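 active = inhibition of at least 50% with at least 30 cells and total cytoplasm GFP at most 10,000,000; inconclusive = under 30 cells or total GFP of 10,000,000 plus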
# NS5 inhibitors pilot replicate – second read-out of NS5 inhibitors, no call of its own (marks repeat the call); inhibition, %; measured here: pilot screen replicate inhibition
# Active calls of the source: *; ? = inconclusive; · = no result given; & = joins results of further samples. An excerpt; count on the stated rates, not on these rows.
SMILES,West Nile antiviral,ER stress rescue,NS5 inhibitors,RSV antiviral HEp-2,MgcRacGAP inhibition,PhoP inhibition,LYP phosphatase,Large T inhibition,GPR35 antagonists,others
CC1(C)N=C(c2ccccc2)[C@@H]2C(c3ccc([N+](=O)[O-])cc3)N21 (stereo partly specified),-0.1%,-1.5%,-10%,2.5%,8%,3%,-1%,27%,-9%,
CCOP(=O)(OCC)C(NC(=O)CN1C(=O)c2ccccc2S1(=O)=O)C(Cl)(Cl)Cl (stereo unspecified),0.4%,-3.0%,0%,1.0%,8%,-16%,-3%,6%,-3%,
COC(=O)C(O)(c1ccc(N(C)C(=O)COc2ccccc2)cc1)C(F)(F)F (stereo unspecified),0.3%,-2.3%,-4%,1.2%,3%,-4%,-1%,-3%,17%,
N#Cc1ccc(OCC(=O)N2CCN(Cc3ccc4c(c3)OCO4)CC2)cc1,-0.5%,-2.4%,1%,0.4%,5%,12%,-5%,1%,22%,
CSc1nc2ccccc2c(=O)n1-c1cccnc1,0.0%,·,-4%,2.6%,3%,-1%,-4%,17%,5%,
N#Cc1c(/N=C/C2C(=O)NC(=S)NC2=O)sc2c1CCCC2,-0.9%,0.5%,4%,-0.9%,18%,-11%,-1%,?,1%,
CC(C)NC(=O)Cn1cc(C(=O)c2ccccc2)c2ccccc21,-0.8%,·,-5%,1.7%,-4%,0%,-8%,11%,12%,NS5 inhibitors pilot replicate=-3.3
Cn1c(O)c(C=NCCN2CCN(C(=O)c3ccccc3)CC2)c(=O)n(C)c1=O,-0.1%,-0.9%,4%,2.5%,8%,-3%,4%,?,-3%,
COc1cccc(CN2CCN(Cc3cccc(F)c3)CC2)c1,-0.4%,·,-4%,0.0%,86µM*,0%,-9%,9%,4%,NS5 inhibitors pilot replicate=-2.7
CC(=O)O[C@H]1C(=O)[C@@]2(C)C([C@H](OC(=O)c3ccccc3)[C@]3(O)C[C@H](O)C(C)=C1C3(C)C)[C@]1(OC(C)=O)CO[C@@H]1C[C@H]2O (stereo partly specified),-0.6%,·,-7%,2.7%,2%,13%,-8%,0%,0%,
Cc1ccc(S(=O)(=O)Oc2ccccc2C=C2C(=O)N(C)C(=O)N(C)C2=O)cc1,-0.8%,·,38µM*,1.2%,20%,2%,-4%,33%,-15%,
COc1ccccc1OCC#CCN1CCCCCC1,-0.1%,-2.5%,-4%,-1.2%,26%,-3%,2%,4%,-4%,
CCOC(=O)c1cncn1[C@H](C)c1ccccc1,-0.2%,0.5%,·,0.1%,·,9%&-9%,-2%,15%&9%,-16%,
CCC(C)OC(=O)c1c(N)n(Cc2cccs2)c2nc3ccccc3nc12 (stereo unspecified),0.7%,-1.5%,-4%,6.6%,3%,-7%,-9%,-5%,22%,NS5 inhibitors pilot replicate=-2.4
O=C(O)C(Cl)Cl,0.2%,·,·,-0.3%,·,-4%,·,3%,·,
O=CC(Br)P(=O)(N1CCOCC1)N1CCOCC1 (stereo unspecified),0.3%,·,·,·,·,-10%,-5%,?,9%,
O=C1C2CCN(CC2)C12CC2c1ccc(C(F)(F)F)cc1 (stereo unspecified),-0.4%,·,5%,0.4%,7%,-13%,-7%,15%,-5%,
COc1cc(CN2CCN(C(=O)Cc3ccccc3)CC2)cc(OC)c1OC,-0.6%,·,2%,0.5%,?,1%,-15%,0%,-3%,
CCC(=NCC1CCCO1)c1c(O)n(-c2ccc(Cl)cc2)c(=O)[nH]c1=O (stereo unspecified),0.1%,0.1%,6%,1.2%,7%,0%,-8%,8%,-7%,
O=C1CN=C(c2ccccc2)c2cc(Br)ccc2N1,0.4%,·,-1%,0.3%,21%,0%,-8%,3%,4%,
CCOc1ccccc1-n1c(O)c(C=NCCCN(CC)CC)c(=O)[nH]c1=O,0.8%,0.5%,-3%,1.3%,7%,-8%,5%,2%,11%,

# Gathered by group: the entries above with sulfur
SMILES,West Nile antiviral,ER stress rescue,NS5 inhibitors,RSV antiviral HEp-2,MgcRacGAP inhibition,PhoP inhibition,LYP phosphatase,Large T inhibition,GPR35 antagonists,others
CCOP(=O)(OCC)C(NC(=O)CN1C(=O)c2ccccc2S1(=O)=O)C(Cl)(Cl)Cl (stereo unspecified),0.4%,-3.0%,0%,1.0%,8%,-16%,-3%,6%,-3%,
CSc1nc2ccccc2c(=O)n1-c1cccnc1,0.0%,·,-4%,2.6%,3%,-1%,-4%,17%,5%,
N#Cc1c(/N=C/C2C(=O)NC(=S)NC2=O)sc2c1CCCC2,-0.9%,0.5%,4%,-0.9%,18%,-11%,-1%,?,1%,
Cc1ccc(S(=O)(=O)Oc2ccccc2C=C2C(=O)N(C)C(=O)N(C)C2=O)cc1,-0.8%,·,38µM*,1.2%,20%,2%,-4%,33%,-15%,
CCC(C)OC(=O)c1c(N)n(Cc2cccs2)c2nc3ccccc3nc12 (stereo unspecified),0.7%,-1.5%,-4%,6.6%,3%,-7%,-9%,-5%,22%,NS5 inhibitors pilot replicate=-2.4

# Quoted from the results shown for reference:
SMILES,West Nile antiviral,ER stress rescue,NS5 inhibitors,RSV antiviral HEp-2,MgcRacGAP inhibition,PhoP inhibition,LYP phosphatase,Large T inhibition,GPR35 antagonists,others
COc1cc(CN2CCN(C(=O)Cc3ccccc3)CC2)cc(OC)c1OC,-0.6%,·,2%,0.5%,?,1%,-15%,0%,-3%,
CCC(=NCC1CCCO1)c1c(O)n(-c2ccc(Cl)cc2)c(=O)[nH]c1=O (stereo unspecified),0.1%,0.1%,6%,1.2%,7%,0%,-8%,8%,-7%,
